Assay outcomes as filed in PubChem.
Akt phos inh = Akt phosphorylation inhibition. activity change, % for hits at 50 µM. AID 651550. Neuro2A IGF-stimulated pAkt S473 HTRF, 20 min; active compounds read low. hit rate 0.32% among 360,000; in the data active = activity change below about -80%; inconclusive = mostly about -51% to -80%; note: % is set by controls: 0 for no effect and ±100 for the full control effect
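Single-point screen (50 µM final compound) in Neuro2A cells stimulated 20 min with 6 nM IGF at 37 deg C. After lysis, Ser473-phosphorylated Akt read by HTRF (ex 330 nm, em 615/665 nm) as the 665/615 ratio.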
A549 tox = A549 cytotoxicity, counter-screen for Nrf2 inhibitors. Potency, µM (top dose mostly 46 µM), inactives show top-dose activity change, negative = cytotoxicity, hits mostly inhibitors. hit rate 0.16% among 390,000. A549 ARE-Fluc cells, CellTiter-Fluor viability, 18-24 h; note: potency is the fitted concentration of half-maximal effect; % is set by controls: 0 for no effect and ±100 for the full control effect
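A549 ARE_Fluc cells in 5% FBS OPTI-MEM were exposed to compounds in concentration-response for 18-24 h at 37 deg C. Viability was read by CellTiter-Fluor fluorescence (Ex 405/Em 525) after 30 min, before the luciferase read.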
Nrf2 activator = Nrf2 pathway activation; Potency, µM (series often up to 46.1 µM), inactives show at the highest dose activation, most hits filed as activators; AREc32 ARE-luciferase reporter (MCF7-derived line), luminescence, 24 h; hit rate 0.31% among 410,000; note: potency is the fitted concentration of half-maximal effect; % of control where 0% means no effect; nearly all actives have a fitted effect of over 65% in size
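ARE-driven firefly luciferase activity in AREc32 cells measured after a 24 hr compound exposure at 37 deg C, using Steady-Glo reagent and a 30 min room-temperature hold.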
MmCpn inh = M. maripaludis TRiC chaperonin inhibition; hit rate 0.031% among 330,000; purified Mm-Cpn ATPase, ADP Transcreener TR-FRET; Potency, µM (doses to about 76.9 µM), inactives show top-dose activity, negative = inhibition, most hits filed as inhibitors; note: potency is the fitted concentration of half-maximal effect; % is set by controls: 0 for no effect and ±100 for the full control effect; nearly all actives have a fitted effect of over 80% in size
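Inhibition of chaperonin ATP hydrolysis is measured as reduced ADP production, detected by competitive TR-FRET in which signal falls with ADP. Final enzyme 25 nM and ATP 10 uM, reacted 30 min at 37°C.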
EPAC2 ag = agonists of human EPAC2 (RAPGEF4); EPAC2 activation, biochemical qHTS; response scale: 100% = 6.5 mM cAMP response; AID 720711; hit rate 0.079% among 360,000; Q8WZA2; Potency, µM (doses to about 154 µM), without a hit: top-dose activation, actives largely listed as activators; note: potency is the fitted concentration of half-maximal effect; nearly all actives have a fitted effect of over 50% in size
Target sequence (Q8WZA2 whole entry, looked up): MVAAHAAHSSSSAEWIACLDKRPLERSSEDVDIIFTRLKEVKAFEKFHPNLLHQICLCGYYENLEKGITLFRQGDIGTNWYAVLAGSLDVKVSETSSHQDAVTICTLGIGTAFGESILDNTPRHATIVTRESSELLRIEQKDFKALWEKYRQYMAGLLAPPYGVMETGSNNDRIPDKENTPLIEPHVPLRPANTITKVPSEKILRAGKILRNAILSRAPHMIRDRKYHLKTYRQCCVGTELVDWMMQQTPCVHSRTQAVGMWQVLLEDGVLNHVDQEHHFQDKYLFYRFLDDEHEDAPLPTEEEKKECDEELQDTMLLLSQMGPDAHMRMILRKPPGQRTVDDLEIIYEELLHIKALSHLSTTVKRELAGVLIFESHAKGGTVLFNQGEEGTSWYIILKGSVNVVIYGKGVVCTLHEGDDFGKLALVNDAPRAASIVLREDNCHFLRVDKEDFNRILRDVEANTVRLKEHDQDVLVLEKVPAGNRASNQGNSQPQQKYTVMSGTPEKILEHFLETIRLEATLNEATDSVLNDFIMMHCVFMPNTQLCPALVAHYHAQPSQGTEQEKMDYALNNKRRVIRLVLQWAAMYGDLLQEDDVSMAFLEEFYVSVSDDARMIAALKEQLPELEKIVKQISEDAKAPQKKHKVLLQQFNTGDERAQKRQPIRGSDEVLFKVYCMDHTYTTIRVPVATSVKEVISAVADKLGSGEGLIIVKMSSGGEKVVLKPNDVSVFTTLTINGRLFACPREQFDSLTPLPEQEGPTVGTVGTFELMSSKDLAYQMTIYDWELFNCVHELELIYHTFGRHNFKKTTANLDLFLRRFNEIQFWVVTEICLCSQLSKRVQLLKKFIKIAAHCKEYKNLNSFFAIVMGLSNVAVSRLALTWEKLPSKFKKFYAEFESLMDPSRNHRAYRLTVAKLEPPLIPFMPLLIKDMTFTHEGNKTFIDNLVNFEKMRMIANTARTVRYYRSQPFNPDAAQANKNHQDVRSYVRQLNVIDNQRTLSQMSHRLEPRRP
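Setup: EPAC2 100 nM, labeled Rap1B complex 250 nM, free GDP 50 uM. Compound titrations pinned in, brief spin, 5 min room temperature incubation. Kinetic fluorescence read over 30 min, normalized to 6.5 mM cAMP.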
TGFb SMAD3 inh = TGF-b pathway inhibition. AID 588855. Potency, µM (top dose mostly 46.1 µM), for the others: at the top dose activity, negative = inhibition, most hits filed as inhibitors. hit rate 1.2% among 410,000. HepG2 CAGA-GFP TGF-b/SMAD3 reporter, GFP fluorescence, 18 h; TGF-beta stimulated, 500 pg/mL final; note: potency is the fitted concentration of half-maximal effect; % is set by controls: 0 for no effect and ±100 for the full control effect; nearly all actives have a fitted effect of over 65% in size
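HEPG2 CAGA-GFP reporter cells (1000/well, DMEM with 1% FBS) received compounds, then recombinant TGF-beta at 500 pg/mL final for 18 hours at 37 degrees C. Per-cell GFP summed per well was normalised to unstimulated and stimulated DMSO controls before curve fitting.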
CCT chaperon mod = changes cytosolic chaperonin activity | purified chaperonin ATPase assay, HTRF ADP detection, 30 min | activity change, % (test concentration not listed), hits read low | hit rate 0.3% among 360,000; in the data active = activity change below about -30%; note: % is set by controls: 0 for no effect and ±100 for the full control effect
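First, chaperonin was dispensed at 40 nM or 20 nM final depending on batch activity. Next, compounds were pinned at 76 uM and ATP added at 10 uM. After 30 min at 37 °C, ADP detection reagents ran 30 min at ambient temperature.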
EPAC2 antagonist = antagonists of human EPAC2 | Q8WZA2 | EPAC2 GEF exchange of Rap1B-BODIPY-GDP, fluorescence | Potency, µM (series often up to 114 µM), without a hit: top-dose activity, negative = inhibition, usual class: inhibitors | hit rate 0.18% among 360,000 | AID 720708; note: potency is the fitted concentration of half-maximal effect; % is set by controls: 0 for no effect and ±100 for the full control effect; nearly all actives have a fitted effect of over 45% in size; many of its hits are not listed in these tables
Nrf2 inh = inhibitors of Nrf2 signaling | AID 504444 | hit rate 2.1% among 360,000 | A549 ARE-Fluc reporter, luciferase luminescence, 18-24 h | Potency, µM (series often up to 46 µM), inactives show top-dose activity change, negative = inhibition, actives largely listed as inhibitors; note: potency is the fitted concentration of half-maximal effect; % is set by controls: 0 for no effect and ±100 for the full control effect; nearly all actives have a fitted effect of over 60% in size
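Nrf2 activity is the BugLite luminescence, read 15 min after reagent at room temperature, following CellTiter-Fluor cytotoxicity readout (30 min, 37C). Compound titrations were applied for 18-24 h to 5000 A549 ARE_Fluc cells/well in 5% FBS OPTI-MEM.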
An asterisk follows results filed as active; i = inactive; ? = inconclusive; . = not tested or not shown; & = joins results of further samples. Unless noted, calls come from the whole dose curve; as a rule, active = well fitted curve in the direction sought with a large enough effect; inconclusive = small, poorly fitted or top-dose-only effect, or another doubt; inactive = no such curve, though single readings can be large; an effect the other way counts as inactive or inconclusive. A portion of the library; rates above refer to the full screens.

entry	SMILES	Akt phos inh	A549 tox	Nrf2 activator	MmCpn inh	EPAC2 ag	TGFb SMAD3 inh	CCT chaperon mod	EPAC2 antagonist	Nrf2 inh
1	COC(=O)C1=C(c2ccc(OC(F)(F)F)cc2)C[C@@H]2CC[C@H]1N2C(=O)NCc1cccc2ccccc12	i	?	5.0%	-1%	-16%	?	1.4	-9%	?
2	Cc1oc(-c2ccccc2F)nc1CS(=O)(=O)CC(=O)N1CCN(c2cccc(C(F)(F)F)c2)CC1	.	-19%	4.6%	.	.	?	.	.	?
3	O=C(C(Cc1ccccc1)NS(=O)(=O)c1ccc(F)cc1)N1CCC2(CC1)OCCO2 (stereo unspecified)	i	1%	0.5%	2%	8%	25%	-1.0	6%	.
4	Cc1cc(=O)oc2cc(OCC(=O)N3C[C@H]4C[C@@H](C3)c3cccc(=O)n3C4)c(Cl)cc12	i	-4%	0.4%	1%	-1%	8%	1.2	0%	26%
5	COCCNC(=O)c1c(N)n(CCC(C)C)c2nc3ccccc3nc12	i	12%	6.5%	-3%	5%	?	-0.8	79µM*	?
6	CCOc1ccc(NC(=O)c2ccc(NC(=O)COC(=O)Cc3ccccc3)cc2)cc1	i	8%	1.9%	0%	-3%	-5%	4.1	6%	?
7	CCn1cc2nc(SCc3cc(C)ccc3C)n(Cc3ccc(OC)cc3)c(=O)c2n1	.	-17%	0.1%	.	.	-14%	.	.	?
8	C=C[C@@H]1C2=CCOC(=O)C2=CO[C@H]1O[C@@H]1O[C@H](CO)[C@@H](O)[C@H](O)[C@H]1O	i	-9%	0.7%	2%	11%	?	1.4	2%	-1%
9	Cc1ccc(P(=O)(O)c2ccc(C)cc2)cc1	i	?	-0.4%	3%	5%	-20%	-1.2	-7%	.
10	Cc1ccccc1C(=O)Nc1sc2c(c1C(=O)O)CCC(C(C)(C)C)C2 (stereo unspecified)	.	-19%	-3.1%	.	.	2%	.	.	3.7µM*
11	O=C(N/N=C1/CN2CCC1CC2)c1cc2ccccc2cc1O	i	-1%	0.3%	1%	5%	-10%	-13	9%	1%
12	Cc1ccc(NC(=O)C2CCCN(c3ncnc4onc(C)c34)C2)c(Cl)c1 (stereo unspecified)	.	-11%	0.8%	.	.	-1%	.	.	26µM*
13	O=C(Cc1ccccc1)Oc1ccc(N2C(=O)C3CCCCC3C2=O)cc1 (stereo unspecified)	i	-3%	-0.5%	2%	-7%	0%	-0.5	-1%	-5%
14	Cn1c(=O)n(C)c2cc(CNCCc3ccccc3F)ccc21	.	-10%	-1.2%	.	.	-2%	.	.	-17%
15	CC(C(=O)Nc1ccc(Br)cc1C(=O)c1ccccc1)N1CCCCC1 (stereo unspecified)	.	2%	0.4%	1%	16%	?	-3.3	-1%	-2%
16	COC(=O)C1=C(c2ccc(F)cc2OCc2ccccc2)C[C@@H]2CC[C@H]1N2C(=O)N1CCC(O)(c2ccc(Cl)cc2)CC1	i	-20%	0.2%	-2%	7%	-25%	-0.3	-12%	?
17	Brc1ccccc1-c1ccccc1	i	-3%	-0.2%	0%	14%	5%	-1.1	-16%	1%
18	Cc1ccc(/C=C2/C(=O)NC(=O)N(CC3CCCO3)C2=O)s1 (stereo unspecified)	i	-11%	-0.2%	-2%	5%	5%	-1.5	0%	17%
19	Clc1cccc(N2Cc3cc(-c4ccccc4)ccc3-n3nncc3C2)c1	i	.	-0.6%	.	5%	7.9µM*	-0.8	-28%	.
20	Oc1ccccc1-[n+]1c(-c2ccccc2)cc(-c2ccccc2)c(O)c1-c1ccccc1	i	-9%	23%	0%	11%	11µM*	-0.8	-12%	0%
21	CN1CC[C@@]2(C)c3cc(O)ccc3N(C)[C@@H]12	i	23µM*	-1.8%&-4.5%	.	13%&15%	?	-0.3&-1.5	-24%&-1%	-4%&-9%
22	O=C1NS(=O)c2cc([N+](=O)[O-])cc([N+](=O)[O-])c21 (stereo unspecified)	i	-4%	-0.1%	-4%	14%	24%	-3.4	4%	-10%
23	Cn1c(O)c(/C=N/N2CCCCC2)c(=O)[nH]c1=O	i	14%	0.3%	2%	12%	-30%	-3.6	3%	9%
24	CCOC(=O)c1c(/N=C/C2C(=O)NC(=O)NC2=O)sc2c1CCC2	i	1%	0.0%	-1%	9%	10%	0.7	-20%	-8%
25	CNP1(NC)=Nc2nn(-c3ccccc3)c(N)c2C(c2ccccc2)=N1	i	0%	0.3%	1%	13%	-21%	-1.4	-13%	5%

Grouped by structure: those above with bromine.
entry	SMILES	Akt phos inh	A549 tox	Nrf2 activator	MmCpn inh	EPAC2 ag	TGFb SMAD3 inh	CCT chaperon mod	EPAC2 antagonist	Nrf2 inh
15	CC(C(=O)Nc1ccc(Br)cc1C(=O)c1ccccc1)N1CCCCC1 (stereo unspecified)	.	2%	0.4%	1%	16%	?	-3.3	-1%	-2%
17	Brc1ccccc1-c1ccccc1	i	-3%	-0.2%	0%	14%	5%	-1.1	-16%	1%

The listing continues:
entry	SMILES	Akt phos inh	A549 tox	Nrf2 activator	MmCpn inh	EPAC2 ag	TGFb SMAD3 inh	CCT chaperon mod	EPAC2 antagonist	Nrf2 inh
26	Cc1cccc(-n2c(-c3ccc([N+](=O)[O-])cc3)nc3ccccc3c2=O)c1	i	-6%	-0.1%	1%	9%	-4%	0.1	-12%	-11%
27	Cc1cc(C)c(S(=O)(=O)NCC2CCC(C(=O)N3CCC4(CC3)OCCO4)CC2)c(C)c1 (stereo unspecified)	i	-2%	-0.6%	1%	8%	-16%	0.2	-3%	-1%
28	CCOC(=O)C1SC2(C(F)(F)C(F)F)CC1(O)c1c(c(OC)c3occc3c1OC)O2 (stereo unspecified)	i	-8%	2.1%	-2%	8%	?	-0.2	-24%	?
29	O=c1[nH]c(=O)n(CCC2=CCCCC2)c(O)c1/C=N/Nc1cccc2ccccc12	i	1%	0.7%	0%	1%	-5%	-0.8	-5%	9%
30	Cc1ccccc1N1CCN(C2CCCN(C(=O)Cc3c(C)noc3C)C2)CC1 (stereo unspecified)	i	-5%	0.1%	0%	-7%	8%	0.2	-4%	?
31	COC(=O)C1=C(c2ccc(F)cc2OCc2ccccc2)C[C@@H]2CC[C@H]1N2C(=O)NCCCOC(C)C	i	-3%	8.3%	3%	10%	-1%	-2.0	10%	?
32	CC(=NCC1CCCO1)c1c(O)n(-c2ccccc2C)c(=O)[nH]c1=O (stereo unspecified)	i	3%	-0.2%	2%	9%	19%	0.3	10%	0%
33	CCCOC(=O)c1ccc(-[n+]2c(-c3ccccc3)cc(-c3ccccc3)cc2-c2ccccc2)cc1	i	?	-1.5%	-1%	0%	?	2.6	-15%	?
34	CCNC(=S)N1CCn2cccc2C1c1cccnc1 (stereo unspecified)	i	1%	0.4%	1%	0%	-14%	0.1	-5%	-10%
35	C=CCc1c(C)nc(C)nc1N/N=C/c1ccc(N(C)C)cc1	i	-1%	2.3%	-9%	4%	?	2.2	-18%	?
36	Cc1cc(O)c2c(c1)OC(C)(C)C1=C2CC(C)CC1 (stereo unspecified)	i	-4%	12%	-2%	12%	?	1.7	?	2%
37	Cc1ccc(-n2c(O)c(C=Nc3ccc(S(N)(=O)=O)cc3)c(=O)[nH]c2=O)cc1	i	-5%	-0.5%	1%	6%	10%	-3.2	6%	14%
38	COC(=O)C1=C(c2cccc(OC)c2OC)C[C@@H]2CC[C@H]1N2C(=O)NC(C)C	i	-6%	0.1%	.	7%	-1%	-1.5	6%	7%
39	Cc1c(CC(=O)N2C[C@H]3C[C@@H](C2)c2cccc(=O)n2C3)c(=O)oc2c(C)c(O)ccc12	i	20%	-2.1%	-7%	8%	-15%	-3.0	3%	4%
40	C=CCn1c(O)c(C(CC)=Nc2cccc(C(=O)O)c2)c(=O)[nH]c1=O	i	-7%	0.1%	-2%	-2%	7%	1.9	3%	19%
41	CN(C)C1(CNC(=O)c2ccc(NS(=O)(=O)c3ccc(Cl)c(Cl)c3)cc2)CCCCC1	i	-5%	0.5%	-1%	-5%	-7%	0.7	-25%	2%
42	COCc1cc(C)c(C#N)c(=S)[nH]1	i	16%	0.2%	0%	-5%	8%	3.0	10%	?
43	CN(C)C(Cc1ccccc1)C(=O)c1ccc(-c2ccccc2)cc1 (stereo unspecified)	i	?	2.4%	-5%	12%	21%	-5.7	-2%	-47%
44	Cn1c(O)c(C(=N)COc2cccc(Cl)c2)c(=O)n(C)c1=O	.	-2%	-0.8%	0%	1%	0%	-1.2	3%	6%
45	COC(=O)C1=C(c2cccc(OCc3ccccc3)c2)C[C@@H]2CC[C@H]1N2C(=O)NCCOc1ccccc1Cl	i	-13%	0.1%	0%	7%	-29%	0.4	4%	?
46	CCN(CC)C(=O)Oc1ccc(NC(=O)N2CCOCC2)cc1	i	0%	-0.8%	0%	1%	-7%	-1.4	6%	-8%
47	CCCCCn1c(=O)c(C(=O)NC(C)c2ccccc2)c(O)c2ccccc21 (stereo unspecified)	i	-1%	-0.1%	0%	16%	-5%	-0.7	-6%	?
48	Nc1cc(Cl)c2nonc2c1[N+](=O)[O-]	i	?	?	0%	3%	?	1.3	-6%	?
49	CC(C)Cn1cc(C(=O)N2CCC3(CC2)OCCO3)c2c3ccccc3n(C)c2c1=O	i	-7%	-0.5%	-1%	1%	0%	1.4	-6%	-5%
50	COC(=O)C1=C(c2ccc(F)cc2F)C[C@@H]2CC[C@H]1N2C(=O)NCc1ccco1	i	-7%	2.6%	2%	2%	?	-0.5	9%	14%
51	O=C(COc1ccccc1Cl)N1CCCC(N2CCN(c3ccc(F)cc3)CC2)C1 (stereo unspecified)	i	0%	-0.5%	-2%	8%	-25%	-5.2	-2%	1%
52	Cc1cccc(CCNCc2cc3ccc(C)cc3[nH]c2=O)c1	i	13%	3.4%	1%	6%	-1%	1.3	18%	8%
